Screening data: PubChem, National Center for Advancing Translational Sciences (NCATS)
AT treatment = potential ataxia-telangiectasia treatments restoring KAP-1 phosphorylation. […] A-T fibroblasts, KAP-1 phosphorylation AlphaLISA; neocarzinostatin DNA damage 30 min before lysis. Potency, µM (doses to about 57.5 µM), without a hit: at the top dose activation, most hits filed as activators. 320,000 compounds, 0.19% hits; note: potency is the fitted concentration of half-maximal effect; % of control where 0% means no effect; nearly all actives have a fitted effect of over 45% in size
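hTERT-immortalized A-T patient fibroblasts ([…]), 500 cells/well in OPTI-MEM, 1% FBS, got compounds for 60 min, then NCS for 30 min at 37C. Lysates were then assayed for phospho-KAP-1 by AlphaLISA (anti-pKAP1 donor, anti-KAP1 acceptor beads), 6 hr at 25C.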
GALK inh = galactokinase (human) inhibition. Purified GALK, Kinase-Glo residual ATP luminescence. 270,000 compounds, 0.007% hits. Potency, µM (highest dose often 57.5 µM), for the others: at the highest dose activity change, negative = inhibition, usual class: inhibitors; note: potency is the fitted concentration of half-maximal effect; % is set by controls: 0 for no effect and ±100 for the full control effect
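ATP-depletion format; final 35 uM ATP, 100 uM D-galactose, 5 nM enzyme; pH 8.0 HEPES/Mg2+ buffer; 60 min RT; luminescence read 10 min after detection reagent.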
TCR activator = T cell receptor activation; primary human leukocytes, anti-CD3, IL-2 HTRF, 48 h; Potency, µM (series often up to 9.22 µM), for the others: top-dose activation of IL-2 secretion, hits mostly activators; 330,000 tested, under 10 active; AID 504894; note: % of control where 0% means no effect
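Primary human leukocytes were stimulated with a-CD3 beads plus compounds for 48 hr without co-stimulation; secreted IL-2 was quantified by HTRF using a-IL-2-K (europium cryptate) and a-IL-2-d2, excited at 320nm with acceptor emission read at 665nm.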
Tb PFK inh = inhibitors of T. brucei phosphofructokinase; T. brucei PFK, ADP-Glo luminescence; AID 485367; 330,000 compounds, 0.17% hits; Potency, µM (titrated, usually from 57.5 µM), without a hit: at the highest dose activity, negative = inhibition, hits mostly inhibitors;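 note: potency is the fitted concentration of half-maximal effect; 0% = uninhibited 1x PFK enzyme wells and -100% = no-enzyme wells; nearly all actives have a fitted effect of over 60% in size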
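ADP-Glo luminescence quantified ADP after 45 min at room temperature, with 1.25 nM T. brucei PFK, 0.1 mM ATP and 0.5 mM fructose-6-phosphate in pH 8.0 TEA buffer. qHTS titrations up to 57 µM; curves classified by quality.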
hERG WT inh = inhibitors of human wildtype KCNH2 potassium channel; activity change, % at 1.84 µM; Q12809; 340,000 compounds, 0.37% hits; U2OS, BacMam KCNH2, thallium flux FluxOr; hits give low values;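 active = maximum activity change below -70%; inconclusive = maximum activity change between -70% and -50%; inactive = maximum activity change above -50%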; note: % is set by controls: 0 for no effect and ±100 for the full control effect
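U2OS cells transduced with wild-type KCNH2 virus are loaded with FluxOr dye for 45 min, and thallium flux is measured in kinetic reads before and after stimulation buffer. Rate constants are normalized to DMSO controls.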
CXXC DNA block = inhibitors of human MLL CXXC domain-DNA interaction. Q03164. MLL-CXXC / FITC-HOXA9 DNA fluorescence polarization. Potency, µM (highest dose often 115 µM), for inactives: at the highest dose activity change, negative = inhibition, hits mostly inhibitors. 290,000 compounds, 0.037% hits. AID 2662; active = well fitted inhibition curve with a large enough effect in the polarisation, with a control signal flat, not every such curve was filed as active; inconclusive = small, poorly fitted or top-dose-only effect, or effect the other way, or a change in a side signal; inactive = no such curve, though single readings can be large or run the other way; the % refers to the polarisation; note: potency is the fitted concentration of half-maximal effect
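Fluorescence polarization: 7 uM MLL-CXXC (stock) preincubated 5 min with compounds, then 50 nM fluorescein-HOX-A9 DNA (stock) added; 30 min ambient. Buffer 50 mM Tris-HCl pH 7.5, 50 mM NaCl, 1 mM DTT, 0.05% BSA.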
Giardia kill = Giardia lamblia killing; Giardia lamblia trophozoite viability; 340,000 compounds, 0.15% hits; activity change, % at 7.66 µM, hits read low; in the data active = activity change below about -80%; inconclusive = between about -30% and that limit;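 note: parasites exposed to compound for two days anaerobically before the ATP read; % is set by controls: 0 for no effect and ±100 for the full control effect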
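Trophozoite viability was measured as ATP-dependent luminescence, read 15-30 min after reagent addition. Before that, parasites at 100 cells/well were exposed to compounds for 48 h, anaerobically, at 37 deg C.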
Coupling enz = inhibits coupling enzyme system, counter-screen for aldolase hits; activity change, negative = inhibition, % at 58.2 µM, hits read low; coupling enzyme system counterscreen, AmpLite Red fluorescence; 290,000 compounds, 0.67% hits; in the data active = activity change below about -30%; note: % is set by controls: 0 for no effect and ±100 for the full control effect
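Counterscreen lacking aldolase: glyceraldehyde-3-phosphate coupling-enzyme reagent preincubated 10 min at RT with compound (at 57.5 uM final), then substrate/coupling system with AmpLite Red added; fluorescence read at 525/598 nm after 20 min RT.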
Chronic BCR inh = chronic active BCR signaling inhibition. 340,000 compounds, 0.05% hits. ABC-DLBCL IkBa-CBG/CBR reporter, luminescence ratio, 4 h. Potency, µM (highest dose often 46.1 µM), inactives show at the top dose ratio change, negative = lower green/red ratio, most hits filed as inhibitors; active = well fitted inhibition curve with a large enough effect in the signal ratio, with a control signal flat, not every such curve was filed as active; inconclusive = small, poorly fitted or top-dose-only effect, or effect the other way, or a change in a side signal; the % refers to the signal ratio;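 note: potency is the fitted concentration of half-maximal effect; plate controls were basal doxycycline-induced cells for no effect and cells given 10 µM MG132 for full effect; MG132 reads +100%, hits lower the ratio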
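Cell line TMD8 (human ABC DLBCL), stably expressing tet-inducible CBG68-IkBa fusion and CBR; IMDM/0.5% FBS; cpd up to 46 uM; dox induction, 4 h, 37C/5% CO2; dual luminescence; green/red ratio; MG132 control.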
TSHR antag = blocks TSH signaling through the human TSH receptor | P16473 | TSHR-expressing cells, TSH-stimulated cAMP HTRF, 2 h; hits give low values | activity change, negative = inhibition, % at 11.5 µM | 330,000 compounds, 0.2% hits | AID 504810;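 active = activity change below a set negative limit, meaning inhibition stronger than a set level, cut at about -70% in these data; inconclusive = activity change between two set negative limits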; note: % is set by controls: 0 for no effect and ±100 for the full control effect
Target sequence (P16473 whole entry, looked up): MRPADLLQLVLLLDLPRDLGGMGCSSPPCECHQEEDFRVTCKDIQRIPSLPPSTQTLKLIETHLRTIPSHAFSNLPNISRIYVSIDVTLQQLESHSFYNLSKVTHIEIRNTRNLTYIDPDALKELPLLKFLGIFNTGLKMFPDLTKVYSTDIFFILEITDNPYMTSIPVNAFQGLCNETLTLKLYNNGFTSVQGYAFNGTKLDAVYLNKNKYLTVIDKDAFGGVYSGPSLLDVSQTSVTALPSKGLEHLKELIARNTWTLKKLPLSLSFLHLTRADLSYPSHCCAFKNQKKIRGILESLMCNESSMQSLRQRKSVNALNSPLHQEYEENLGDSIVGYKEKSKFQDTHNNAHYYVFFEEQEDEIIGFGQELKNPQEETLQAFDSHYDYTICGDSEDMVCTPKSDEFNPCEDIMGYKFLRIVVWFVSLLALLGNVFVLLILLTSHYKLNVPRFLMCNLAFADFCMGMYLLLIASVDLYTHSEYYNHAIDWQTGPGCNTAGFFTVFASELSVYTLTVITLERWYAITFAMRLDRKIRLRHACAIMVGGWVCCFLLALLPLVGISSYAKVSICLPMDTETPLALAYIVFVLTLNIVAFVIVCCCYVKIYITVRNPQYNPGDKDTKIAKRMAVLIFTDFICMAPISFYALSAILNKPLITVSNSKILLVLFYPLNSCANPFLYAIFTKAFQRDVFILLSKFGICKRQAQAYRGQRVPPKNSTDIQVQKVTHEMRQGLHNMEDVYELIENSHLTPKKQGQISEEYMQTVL
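Read-out is FRET at 665 nm (cryptate excitation 337 nm) from a cryptate-tagged anti-cAMP antibody, competed by cell cAMP against cAMP-d2. Compounds are tested on freshly harvested TSHR cells challenged with 4nM TSH (EC80) for 2 hours at 37 deg C.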
The depositor's hits bear a star; u = inconclusive; x = not tested or not shown; & = joins results of further samples; [ ] = remark or other dose. Unless noted, calls come from the whole dose curve; as a rule, active = well fitted curve in the direction sought with a large enough effect; inconclusive = small, poorly fitted or top-dose-only effect, or another doubt; inactive = no such curve, though single readings can be large; an effect the other way counts as inactive or inconclusive. This is a random part of the collection. Share with any hit: about 1.6%.

SMILES	AT treatment	GALK inh	TCR activator	Tb PFK inh	hERG WT inh	CXXC DNA block	Giardia kill	Coupling enz	Chronic BCR inh	TSHR antag
CCOC(=O)c1[nH]c(COC(=O)CCOc2ccccc2OC)c(C(=O)OCC)c1C	8.7%	-0.3%	0.9%	-7.7%	-1.9	-5.0%	-15.9	x	-7.5%	12.8
CC1CC(C)CN(CC(=O)NC(c2ccccc2)c2ccccc2)C1 (configuration not stated)	7.5%	1.2%	1.5%	2.8%	x	1.5%	1.6	3.1	26.0%	-5.8
O=C(CCNC(=O)c1ccc([N+](=O)[O-])cc1)NCc1ccccc1	0.3%	x	-3.0%	0.0%	-1.4	x	12.1	x	3.2%	12.9
O=[N+]([O-])c1ccc(S(=O)(=O)CC2CSc3nc4ccccc4n32)cc1 (configuration not stated)	3.1%	2.1%	-4.3%[46.1 µM]	-0.1%	13.8	-2.8%	6.8	4.4	-0.4%	-10.1
COc1cccc(C(=O)CC(=O)C(=O)Nc2cc(OC)ccc2OC)c1	-3.5%	1.6%	4.5%	3.4%	-3.7	u	-8.1	2.8	u	-0.1
CCCC(=O)N(Cc1cc(=O)[nH]c2ccccc12)c1ccc(C)cc1	14.3%	x	-3.5%	5.5%	17.0	8.4%	2.6	0.5	-6.3%	-3.6
O=c1cc(CSc2ccccn2)[nH]c(=O)[nH]1	2.4%	2.6%	-1.9%	-1.7%	-18.4	-0.9%	-19.2	2.6	4.4%	0.1
O=CN1Cc2[nH]c3ccccc3c2N(c2ccc(Cl)cc2)C1=O	9.2%	0.5%	1.9%	0.9%	-8.8	-3.3%	17.2	-3.7	u	-11.0
CCC(=O)N1COC[C@@H]1Cc1ccccc1	-3.0%	x	-1.1%[46.1 µM]	-2.1%	-9.2	-8.4%	18.7	-1.8	1.7%	2.0
O=C(OCC(=O)N1CCCC1=O)c1cccc([N+](=O)[O-])c1	-4.2%	-2.1%	-3.8%	3.7%	6.9	u	-10.8	0.0	4.5%	-39.0
O=C1Nc2cc(S(=O)(=O)N3CCCC3)ccc2N2CCCC12 (configuration not stated)	10.7%	-2.6%	2.8%	4.1%	1.7	27.5%	4.5	-4.6	0.1%	79.1
COc1ccc([C@H]2CC(=O)C=C(c3cccc(C(C)C)c3)C2)cc1OC	6.1%	x	9.2%	1.9%	x	x	44.9[activator]	x	0.0%	3.5
CCOC(=O)C1CCCN(C(=O)c2cc(-c3ccc(C)cc3)nc3ccccc23)C1 (configuration not stated)	-4.0%	-0.9%	-2.9%	7.7%	-3.2	0.3%	-19.6	-0.6	-4.1%	-2.5
O=C(N/N=C/c1cccnc1)c1ccc(NC(=O)c2ccc(F)cc2)cc1	-1.7%	16.6%	7.9%	-3.2%	2.4	-6.3%	1.5	0.1	-12.7%	3.0
COc1ccc(-c2nc(CS(=O)CC(=O)NCCc3ccc(OC)c(OC)c3)c(C)o2)cc1 (configuration not stated)	7.5%	1.8%	-3.1%	1.7%	2.3	20.1%	13.6	-0.8	-0.5%	3.3
CC1=C(C(=O)c2ccccc2)C(c2ccc(O)cc2)NC(=S)N1 (configuration not stated)	-0.5%	-0.3%	1.2%	3.3%	-3.0	13.2%	8.4	5.4	4.5%	11.2
CC1CCCCC1NC(=O)Cn1cnc2c1c(=O)n(C)c(=O)n2C (configuration not stated)	10.7%	x	0.5%	11.6%	-7.4	x	-5.8	x	-1.0%	x
CCOC(=O)c1c(NC(C)=O)sc2c1CCN(Cc1ccccc1)C2	0.0%	x	5.5%	-1.9%	-3.5	x	-7.0	-0.3	-1.4%	-6.0
O=c1[nH]c2ccccc2nc1C(Nc1ccccc1)c1ccccc1 (configuration not stated)	5.6%	2.1%	-4.0%	-2.2%	-0.9	4.9%	6.4	2.6	15.3%	-8.4
CC[C@H](C)[C@@H](CN[C@H](C)CNC)NCCC(c1ccccc1)c1ccccc1	2.7%	x	-3.8%	1.3%	-3.2	36.3%[activator]	-2.9	0.8	u	10.5
Cn1c(NC(=O)c2ccccc2)nc2ccccc21	1.6%	-2.7%	-5.2%	-10.5%	-3.8	-18.7%	-19.2	0.8	u	9.7
COc1ccc(CNC(=O)COC(=O)CCc2c[nH]c3ccccc23)cc1	1.5%	0.4%	-4.0%	-5.5%	-1.1	1.8%	28.1	-0.9	-8.3%	-6.3
Cc1ccc(NS(=O)(=O)c2ccc(NC(=O)c3cccc(NC(=O)C(C)C)c3)cc2)cc1	0.7%	3.1%	5.0%	3.8%	-0.6	-7.1%	-6.2	2.5	-9.0%	-1.3
CN(C)CCNC(=O)c1ccc2c(c1)NC(=O)c1ccccc1S2	5.5%	-1.7%	1.1%	2.4%	-1.8	-27.5%	28.7	4.2	u	20.7
O=C(c1ccc(F)cc1)C1CCN(C(=O)NCc2ccccc2)CC1	6.2%	1.0%	3.7%	-1.8%	-0.1	-2.9%	-4.7	0.7	-5.6%	-19.8
O=C(O)c1ccc2[nH]c3c(c2c1)CSCC3	1.8%	-0.1%	-1.5%	u	2.4	1.9%	-18.6	-11.8	u	3.6
CC(OC(=O)C1CCN(c2ccc(C(F)(F)F)cn2)CC1)C(=O)c1ccccc1 (configuration not stated)	24.1%	x	-0.3%	u	10.1	x	-4.6	x	18.9%	-2.4
COC(=O)C1=C(C)N(Cc2ccccc2)C(=O)N[C@H]1c1ccccc1	x	x	-2.8%	-0.7%	-6.5	-3.2%	20.2	0.2&5.1	-2.3%	29.4
CS(=O)(=O)Nc1ccc(C(=O)NCc2ccc3c(c2)OCO3)cc1	9.0%	0.0%	x	23.4%	3.2	6.9%	-16.9	3.1	-2.1%	x
CC(=O)Nc1cccc(OCc2c(F)cccc2Cl)c1	3.8%	-0.9%	2.3%	3.5%	-8.7	1.0%	-5.5	-3.5	u	-14.9
Cc1cc(C)n(/N=C/c2c[nH]c3ccccc23)c(=O)c1C#N	x	0.1%	-3.4%	1.1%	6.8	-6.2%	12.2	1.7	-10.7%	6.0
COc1ccc(-c2nc(N)ncc2Oc2ccccc2Br)c(O)c1	-6.9%	-0.7%	3.4%	-0.7%	-5.8	-13.6%	-0.4	3.1	-1.4%	-1.0
COc1ccccc1CN1CC(C(=O)N(C)CCc2nc3ccc(F)cc3[nH]2)CCC1=O (configuration not stated)	2.9%	-0.9%	-0.2%	-4.1%	-5.1	3.4%	-12.5	x	0.4%	-3.6
COc1ccc2[nH]c(=O)c(CN(C(=O)c3ccncc3)C(C)C)cc2c1	30.3%	2.9%	-1.8%	0.1%	8.7	-3.7%	-7.9	-5.4	-5.0%	-2.5
Cc1cc(C)n(CCCN2CCC(C(=O)Nc3cccc(-c4cccc(F)c4)c3)CC2)n1	1.1%	4.2%	-3.6%	-5.4%	-105.1*	u	20.6	0.9	u	10.2
CCOc1cccc2sc(N(CCN(CC)CC)C(=O)c3ccc(S(=O)(=O)N4CCCC4)cc3)nc12	-3.0%	-0.6%	-0.3%	-2.2%	26.1	3.7%	19.6	1.8	0.3%	-6.4
CCOc1ccc(N2CC(C(=O)Nc3ccc(S(=O)(=O)N4CCOCC4)cc3)CC2=O)cc1 (configuration not stated)	-5.3%	0.9%	6.0%	-0.8%	-7.5	7.4%	16.2	0.5	-0.2%	-1.6
CN(C)CCCN(C(=O)c1ccc(S(=O)(=O)N2CCOCC2)cc1)c1nc2cc3c(cc2s1)OCO3	-0.9%	2.9%	2.5%	1.6%	2.0	2.7%	-6.8	-0.1	-3.5%	-16.7
CCN(CC)S(=O)(=O)c1ccc(OC)c(NC(=O)C(C)Oc2ccc3c(C)cc(=O)oc3c2)c1 (configuration not stated)	-1.8%	2.3%	-1.2%[46.1 µM]	-0.2%	7.8	4.5%	15.2	0.4	-0.2%	-3.8
COC(=O)c1c(NC(=O)CSc2nnnn2-c2ccc3c(c2)OCO3)sc(C)c1C	8.3%	-0.5%	-9.7%	-0.4%	-22.8	10.5%	6.8	1.0	5.0%	-6.1

Among those listed so far, these have a Cl atom.
SMILES	AT treatment	GALK inh	TCR activator	Tb PFK inh	hERG WT inh	CXXC DNA block	Giardia kill	Coupling enz	Chronic BCR inh	TSHR antag
O=CN1Cc2[nH]c3ccccc3c2N(c2ccc(Cl)cc2)C1=O	9.2%	0.5%	1.9%	0.9%	-8.8	-3.3%	17.2	-3.7	u	-11.0
CC(=O)Nc1cccc(OCc2c(F)cccc2Cl)c1	3.8%	-0.9%	2.3%	3.5%	-8.7	1.0%	-5.5	-3.5	u	-14.9
